ERG-DNA inh – qHTS for Small Molecule Inhibitors of the ERG Ets/DNA interaction; Potency, µM (titrated, usually from 76.9 µM), without a hit: at the highest dose FP activity, negative = inhibition, most hits filed as inhibitors; fluorescence polarization, His-ERG Ets domain / labelled DNA; AID 624246, 2012; 370,000 compounds, 0.028% hits; Transcriptional regulator ERG (Homo sapiens), P11308; active means well fitted inhibition curve with a large enough effect in the polarisation, with a control signal flat; inconclusive means small, poorly fitted or top-dose-only effect, or effect the other way, or a change in a side signal; inactive means no such curve, though single readings can be large or run the other way; the % refers to the polarisation;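 further: polarization taken with two DNA probes labelled with fluorescein and Texas red; potency means the concentration at half of the fitted maximal effect; % of control where 0% means no effect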
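His-tagged ERG Ets domain (1 uM in the protein solution; 300mM KCl, 50mM Tris-HCl, 1mM EDTA, 1mM DTT, pH 7.5) received compound, then a probe mix of 5 nM fluorescein-DNA and 100nM Texas-615-DNA. Fluorescence polarization was read for both dyes.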
Pol kappa inh – qHTS for Inhibitors of Polymerase Kappa. purified Pol kappa, fluorescent DNA synthesis assay, 10 min. DNA polymerase kappa (Homo sapiens), Q9UBT6. 400,000 compounds, 0.53% hits. Potency, µM (highest dose often 107 µM), for inactives: at the top dose activity, negative = inhibition, usual class: inhibitors; further: potency means the concentration at half of the fitted maximal effect; on the % scale 0 is the no-effect control and ±100 the full control effect
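Enzyme at 10 nM met test compounds for 15 min at room temperature. Substrate addition (50 nM final) began the reaction, which was monitored by fluorescence at 0 and 10 min.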
ALOX12 inh – Primary qHTS assay for inhibitors of human arachidonate 12S-lipoxygenase (ALOX12): Round 2. Polyunsaturated fatty acid lipoxygenase ALOX12 (Homo sapiens), P18054. 580,000 compounds, 1.1% hits. Potency, µM (doses to about 108 µM), for the others: top-dose activity change, negative = inhibition, most hits filed as inhibitors. purified 12hLO, xylenol orange hydroperoxide absorbance; further: potency means the concentration at half of the fitted maximal effect; on the % scale 0 is the no-effect control and ±100 the full control effect
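Purified human 12hLO at 150 nM in 25 mM Hepes, 0.01% Triton X-100, pH 7.0, preincubated 15 min at room temperature with compound. Reaction started with 40 uM arachidonic acid, 30 min at room temperature. Hydroperoxide measured by Fe-xylenol orange, 573/405 nm absorbance ratio.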
POLH inh – qHTS for Inhibitors of Polymerase Eta. DNA polymerase eta (Homo sapiens), Q9Y253. recombinant Pol eta, fluorescent DNA replication assay. Potency, µM (top dose mostly 114 µM), for inactives: at the highest dose activity change, negative = inhibition, actives largely listed as inhibitors. 390,000 compounds, 1.2% hits. AID 588591, 2011; further: potency means the concentration at half of the fitted maximal effect; on the % scale 0 is the no-effect control and ±100 the full control effect
Target sequence (Q9Y253 whole entry, looked up): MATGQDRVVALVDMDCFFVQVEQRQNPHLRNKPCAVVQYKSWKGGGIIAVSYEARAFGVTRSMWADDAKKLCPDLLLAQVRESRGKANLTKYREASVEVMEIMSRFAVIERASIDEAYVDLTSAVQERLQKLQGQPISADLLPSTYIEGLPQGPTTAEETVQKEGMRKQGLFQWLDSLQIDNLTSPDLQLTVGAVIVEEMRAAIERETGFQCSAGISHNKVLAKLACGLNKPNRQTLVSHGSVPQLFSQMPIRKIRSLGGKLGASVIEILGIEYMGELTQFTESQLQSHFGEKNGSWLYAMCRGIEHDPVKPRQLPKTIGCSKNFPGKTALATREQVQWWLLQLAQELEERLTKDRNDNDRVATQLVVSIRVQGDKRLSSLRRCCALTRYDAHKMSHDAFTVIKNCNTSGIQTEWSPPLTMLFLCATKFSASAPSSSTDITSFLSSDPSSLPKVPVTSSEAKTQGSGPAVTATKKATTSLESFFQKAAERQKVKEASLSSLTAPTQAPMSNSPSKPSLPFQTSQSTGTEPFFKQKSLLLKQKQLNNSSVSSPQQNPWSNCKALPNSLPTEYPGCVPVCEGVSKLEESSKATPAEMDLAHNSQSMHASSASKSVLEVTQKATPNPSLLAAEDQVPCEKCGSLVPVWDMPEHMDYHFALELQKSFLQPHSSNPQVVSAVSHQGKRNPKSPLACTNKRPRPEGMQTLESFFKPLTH
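Pol eta (10 nM) was preincubated with compounds for 15 min at room temperature, after which fluorescent replication substrate (50 nM final) was added to start the reaction. Fluorescence was read kinetically at 0 and 10 min.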
POLB inh – qHTS Assay for Inhibitors of DNA Polymerase Beta; Pol beta primer extension/strand displacement, fluorescence kinetic; 340,000 compounds, 1.3% hits; Potency, µM (series often up to 114 µM), inactives show at the highest dose activity change, negative = inhibition, actives largely listed as inhibitors; further: potency means the concentration at half of the fitted maximal effect; on the % scale 0 is the no-effect control and ±100 the full control effect
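10 nM enzyme + cpd, 15 min RT; start with substrate 50 nM final; read 0 min and after 10 min RT. Corrected, normalized data; 4-parameter Hill curve fit.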
LDHA inh – qHTS assay for inhibitors of human lactate dehydrogenase; L-lactate dehydrogenase A chain (Homo sapiens), P00338; purified LDHA, NADH/diaphorase-resazurin fluorescence; hits give low values; activity change, % (values are at about 110 or 230 µM); 480,000 compounds, 0.15% hits; in the data active means activity change below about -30%; inconclusive means mostly about -25% to -30%;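 further: plate controls were DMSO wells for no effect and wells without enzyme for full effect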
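Remaining NADH was detected by diaphorase (0.133 mg/mL) converting 37 µM resazurin to fluorescent resorufin, read at 0 and 20 minutes. The preceding 5-minute room-temperature reaction used 2 nM LDHA, 0.2 mM sodium pyruvate and 0.06 mM NADH at pH 7.4.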
Apoferritin bind – qHTS Assay for Identification of Novel General Anesthetics; Ferritin light chain (Equus caballus), P02791; apoferritin/1-aminoanthracene competitive binding, fluorescence; Potency, µM (doses to about 77.5 µM), for inactives: top-dose activity change, negative = displacement, usual class: inhibitors; 350,000 compounds, 0.074% hits; further: potency means the concentration at half of the fitted maximal effect; on the % scale 0 is the no-effect control and ±100 the full control effect; nearly all actives have a fitted effect of over 20% in size
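Probe: 1-aminoanthracene (50% saturated, PBS). Protein: horse-spleen apoferritin, 10 uM. Incubation: 10 min, room temperature. Detection: 380 nm excitation, 535 nm emission. Analysis: normalized response, four-parameter Hill.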
APE1 inh – qHTS Assay for Inhibitors of the Human Apurinic/apyrimidinic Endonuclease 1 (APE1). DNA repair nuclease/redox regulator APEX1 (Homo sapiens), P27695. recombinant APE1, TAMRA/BHQ-2 abasic DNA cleavage fluorescence. Potency, µM (series often up to 65.8 µM), for the others: top-dose activity change, negative = inhibition, hits mostly inhibitors. 350,000 compounds, 0.35% hits. AID 2517, 2012;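 further: potency means the concentration at half of the fitted maximal effect; plate controls were vehicle for no effect and reference inhibitor for full effect; nearly all actives have a fitted effect of over 55% in size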
Target sequence (P27695 whole entry, looked up): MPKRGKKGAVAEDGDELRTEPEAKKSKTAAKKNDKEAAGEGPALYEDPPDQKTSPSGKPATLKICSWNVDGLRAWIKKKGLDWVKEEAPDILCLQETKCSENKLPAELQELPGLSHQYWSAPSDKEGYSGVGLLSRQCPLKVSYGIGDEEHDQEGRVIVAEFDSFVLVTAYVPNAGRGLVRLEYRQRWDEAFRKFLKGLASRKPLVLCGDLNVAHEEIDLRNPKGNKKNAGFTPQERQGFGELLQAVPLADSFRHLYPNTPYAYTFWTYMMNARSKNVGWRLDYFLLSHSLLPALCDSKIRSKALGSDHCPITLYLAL
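Activity was derived from the fluorescence gain between first and third kinetic reads (60 s intervals, ex 525/em 598 nm) after 50 nM THF-abasic TAMRA/BHQ-2 duplex was added to 0.75 nM APE1 preincubated 15 min with compound.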
RGS4 inhibitor – Inhibitors of Regulator of G Protein Signaling (RGS) 4: qHTS; 390,000 compounds, 0.039% hits; Potency, µM (titrated, usually from 114 µM), without a hit: at the highest dose activity change, negative = inhibition, most hits filed as inhibitors; Transcreener GDP fluorescence polarization, RGS4-accelerated GTP hydrolysis; AID 504845, 2011; Regulator of G-protein signaling 4 (Homo sapiens), P49798; further: potency means the concentration at half of the fitted maximal effect; on the % scale 0 is the no-effect control and ±100 the full control effect; nearly all actives have a fitted effect of over 75% in size; some results filed as inactive show a strong effect at the top dose
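MLSMR compounds (23 nl, pin-transferred) preincubated 10 min at room temperature with a 500nM (2x) first reagent, then RGS4 at 900nM (2x) plus Transcreener GDP mix added; fluorescence polarization (620/688 nm) read before and after 90 min at 30 °C.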
Numbers without * were called inactive; ? = inconclusive; . = no result given; & = joins results of further samples; [ ] = another dose, or the depositor's remark. Unless noted, the call rests on the fitted dose curve; in most records, active means well fitted curve in the direction sought with a large enough effect; inconclusive means small, poorly fitted or top-dose-only effect, or another doubt; inactive means no such curve, though single readings can be large; an effect the other way counts as inactive or inconclusive.

SMILES	ERG-DNA inh	Pol kappa inh	ALOX12 inh	POLH inh	POLB inh	LDHA inh	Apoferritin bind	APE1 inh	RGS4 inhibitor
COC(=O)c1ccc(C23CC4(C2)[C@H](CN(Cc2ccc(-c5ccccc5)cc2)[C@@H]4c2ccccc2)C3c2ccc(C(F)(F)F)cc2)cc1 (stereo not given in full)	2%	-6%	-18%	-4%	-1%	-3	-11%&1%	-3%&-7%	-6%
COc1c2n(C)ccc3c-2n(c(=O)c1=O)c1ccccc31	-5%	-10%	-7%	-10%	.	1	.	5%	19%
C=CC(=O)Nc1ccc(Br)cc1	-2%	-1%	-23%	-12%	0%	-5	-22%	0%	27%
COC(=O)c1ccc(C2Nc3cccc4cccc(c34)N2)cc1	22%	0%	?	-20%	-19%	14	-16%	0%	-16%
CC(C)CCCC(C)NC(=O)c1cc(S(=O)(=O)N2CCCCC2)ccc1N1CCOCC1 (stereo not given)	0%	8%	-17%	-21%	.	3	.	-14%	-10%
COc1ccc([C@H]2CC(=O)C=C(c3cccc(F)c3OC)C2)cc1	-2%	-25%	-7%	-11%	.	-18	.	-1%	-9%
CC1CN=C(NC2CCCCC2C)S1 (stereo not given)	5%	-1%	-14%	5%	0%	-3	-13%	0%	-42%
COc1ccc(N2C(=O)CCC(C(=O)O)C2c2ccccc2OC)cc1 (stereo not given)	-2%	14%	-2%	-8%	16%	1	4%	8%	-21%
COc1cc(OC)c(S(=O)(=O)N2CCN(C(=O)c3ccccc3F)CC2)cc1NC(C)=O	-7%	-3%	17%	0%	16%	-8	-2%	6%	-2%
CC(=O)c1ccc(N(CC(=O)NC2CCCC2)C(=O)c2ccc(C)s2)cc1	-4%	-3%	-6%	-5%	-10%	-8	-8%	22%	20%
CCc1c(C)c2ccc(OCC(=O)N(C)C)c(C)c2oc1=O	-11%	-18%	0%	-14%	29%	-3	-13%	22%	-1%
Cc1ccccc1C(=O)N1CCN(c2ccc(NC(=O)c3ccco3)cc2)CC1	12%	-7%	17%	-17%	-1%	-1	-7%	27%[12.4 µM]	-16%
COc1ccc(C(=O)N2CCN(c3ccc(NC(=O)c4ccco4)cc3)CC2)cc1	2%	-9%	19%	-16%	20%	-2	-8%	19%	1%
CCOC(=O)C(NC(=O)CC)(Nc1ccccc1)C(F)(F)F (stereo not given)	-2%	-2%	-16%	-8%	-2%	1	-10%	2%	8%
Cc1ccc(NS(=O)(=O)c2cc(Br)cc3c2N(C(=O)C2CC2)CC3)cc1C	8%	-7%[60.1 µM]	-12%	-16%	16%	-7	15%	.	-9%
CCOC(=O)C1CCN(C(=O)Cn2nc(C)n3c(cc4c(OC)cccc43)c2=O)CC1	-4%	-1%	-4%	-16%	8%	-12	2%	.	32%
Cc1ccc(S(=O)(=O)Cc2ccc(C(=O)N3CCC(C(N)=O)CC3)o2)cc1	1%	-13%	-3%	10%	-7%	-3	1%	21%	31%
CC(C)OC(=O)Cn1cc(C#N)c2ccccc21	1%	-3%	-4%	-3%	2%	-9	-3%	27%	25%
CCCCOCCCNC(=O)CN1C(=O)c2ccccc2C1=O	.	-5%	-3%	-8%	7%	1	-8%	6%	7%
CCOc1ccc(N(CC(=O)N2CCN(c3ccccc3OC)CC2)S(=O)(=O)c2ccc(F)cc2)cc1	8%	-4%	16%	-30%	-3%	-3	8%	-1%	-10%
O=C(CN1CCN(C(=O)c2ccc(-c3nc4ccccc4s3)o2)CC1)Nc1ccccc1Cl	-5%	4%	?	0%	.	-3	.	-17%	-9%
CCc1nnc(NC(=O)CSc2nnc(-c3ccc(S(=O)(=O)N(CC)CC)cc3)n2CC)s1	3%	-9%	?	-3%	13%	-1	-10%	1%	10%
O=c1cc(N2CCN(Cc3ccccc3)CC2)[nH]c(=O)n1Cc1ccc(F)cc1	3%	-8%	-7%	-8%	-1%	-8	-9%	3%	23%
COCCCNC(=O)Cn1c(=O)n(CCCCCC(=O)NCc2ccc3c(c2)OCO3)c(=O)c2sccc21	5%	-5%	-19%	-5%	11%	-8	0%	-5%	1%
O=C(NCc1ccccc1CN1CCCC1)c1cccc(N2CCCC2=O)c1	9%	-5%	202%[activator]	-9%	.	-3	.	15%	-16%
COc1ccc(S(=O)(=O)N/N=C(/C)c2ccncc2)c(OC)c1	-2%	-11%	-20%	3%	34%	-2	-4%	17%	-16%
CN(CC(=O)O)c1ccc(S(=O)(=O)N2CCOCC2)cc1[N+](=O)[O-]	4%	-5%	8%	-14%	2%	-2	-1%	-2%	-10%
FC(F)(F)c1nc2ccccc2nc1N/N=C/c1c(Cl)cccc1Cl	-2%	-1%	-25%	-23%	-13%	1	-18%	1%	-9%
Cc1ccc(C(=O)Nc2nc(=O)n(C(=O)CC(C)C)s2)cc1	-2%	5%	9%	-4%	-27%	3	2%	-2%	-11%
Clc1ccc(SCc2csc(N3CCOCC3)n2)cc1	-2%	1%	87%[activator]	-17%	11%	0	-18%	17%	-4%
O=C(CC(=O)N/N=C/c1ccc(O)cc1)N/N=C/c1ccc(O)cc1	-5%	-1%	27%	?	-11%	-4	4%	3%	11%[11.4 µM]
CN(C)C(/C=C/Nc1ccc(F)cc1)=C(C#N)C#N	.	-7%[60.1 µM]	6%	5%	35%	-6	-13%	3%	-2%
CCCn1c(N)c(Sc2ccccc2)c(=O)n(CCC)c1=O	9%	2%	-6%	-19%	27%	-7	-15%	-1%	16%
CC(=O)c1cccc(NC(=O)CN(c2cc(C)cc(C)c2)S(=O)(=O)c2c(C)noc2C)c1	?	-6%	-13%	-12%	12%	-2	-5%	.	4%
S=C(NCCc1ccccc1)N1CCN(C(=S)NCCc2ccccc2)CC1	-8%	4%	?	-7%	.	-2	.	0%	-4%
O=c1cc(O)c2ccccc2n1Cc1ccccc1Cl	0%	-4%	1%	-4%	4%	1	-10%	-3%	-8%
COc1ccc(CCNC(=O)c2nc3ncccn3n2)cc1OC	-8%	-8%	71%[activator]	-9%	-9%	-2	4%	-1%	-15%[11.4 µM]
Cc1ccc(CNc2ccc(-c3nc(-c4ccncc4)no3)cc2[N+](=O)[O-])cc1	6%	-21%	-9%	-8%	-28%	-7	-18%	.	4%
CC1(C)CC(NC(=O)Cc2ccccc2)CC(C)(C)N1	-6%	10%	0%	-4%	51%	-1	0%	-3%	-13%
CCCCCC(=O)N1CC2(C)CN(C(=O)CCCCC)CC(C)(C1)C2=O	-1%	-10%	0%	1%	3%	-1	-10%	1%	-19%
CN(c1ccccc1)S(=O)(=O)c1ccc(NC(=O)c2ccccc2)cc1	-1%	-21%	11%	-12%	40%	-6	10%	0%	27%
CN(C(=O)c1ccc(NC(=O)Cc2ccc(NC(=O)C3CCN(C(=O)C4CCCCC4)CC3)cc2)cc1)C1CCCC1	1%	-2%	2%	-15%	.	-2	.	.	8%
OC(CN1CCC(Cc2ccccc2)CC1)C(F)(F)F (stereo not given)	-1%	-6%	10%	-10%	1%	-3	1%	-4%	-31%
Cc1ccc(N2C(=O)C3C4C=CC(CC4)C3C2=O)cc1Cl (stereo not given)	8%	-6%	9%	-18%	-1%	-10	?	48%[activator]	-2%
COc1ccc(CCNC(=O)c2ccc3c(c2)SC2=NS(=O)(=O)CCN23)cc1	-2%	1%	0%	-5%	8%	-8	-5%	-10%	-17%
CC(=O)Nc1ccc(NC(=O)C2CCCN(c3nnc(-n4cccc4)s3)C2)cc1 (stereo not given)	14%	10%	226%[activator]	?	?	-1	-14%	-3%	-33%
CC1(C)CC2CC(C)(CN2S(=O)(=O)c2ccc(C(=O)Nc3ccc(Cl)c(S(=O)(=O)N4CCOCC4)c3)cc2)C1 (stereo not given)	.	2%	21%	-22%	2%	1	?	-5%	-35%
Cc1nn(-c2ccccc2)c(C)c1C(=O)N1CCN(S(=O)(=O)c2ccccc2)CC1	0%	-9%	-24%	-2%	.	-11	.	18%	14%
CCOC(=O)C1C(C(=O)NN)C1C(=O)Nc1ccccc1 (stereo not given)	-8%	0%	17%	-16%	-7%	-3	-10%	1%	-8%
Cc1ccc2occ(CC(=O)N(Cc3ccccc3Cl)C3CCS(=O)(=O)C3)c2c1 (stereo not given)	0%	-15%	4%	-16%	-13%	4	-6%	.	0%
Cc1ccc(Nc2nc(-c3ccc(S(=O)(=O)N4CCOCC4)cc3)cs2)cc1	16%	-8%	?	-4%	.	-3	.	.	-23%

Source: PubChem BioAssay (National Center for Advancing Translational Sciences (NCATS))

An excerpt; rates above refer to the full screens.
